Source: PubChem
NCF1 inh: inhibitors of human p47phox binding; AID 1274; inhibition, % at 24.7 µM; p47phox/p22phox peptide binding, fluorescence polarization, 2 h; actives 0.53% (n = 220,000);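 active means inhibition above about 30%, limit read from the data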;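 further: 0% = p47phox with labelled peptide and 100% = labelled peptide alone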
Tb hexokinase: blocks Trypanosoma brucei hexokinase 1 activity. recombinant TbHK1, G6PDH-coupled NADH A340. inhibition, % at 10 µM. actives 0.11% (n = 220,000). AID 1430;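 active means inhibition of 50% or more in the single-dose primary screen; inactive means inhibition below 50%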
Runt-SMMHC FRET: inhibitors of human RUNX1 Runt domain binding to CBFb-SMMHC | Q01196+Q13951 | Cerulean-Runt/Venus-CBFb-SMMHC FRET ratio 530/480, 1 h | inhibition, % at 20 µM | actives 0.74% (n = 220,000) | AID 1434;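 active means mean inhibition across duplicate retests at 20 µM reaching about 50%, limit read from the data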;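 further: 0% = DMSO wells and 100% = wells with excess untagged CBFb-SMMHC; inhibitors lower the FRET ratio by blocking Runt binding to CBFb-SMMHC; some results filed as inactive read as strong as hits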
Hck-Nef inh: blocks Nef-activated human Hck kinase; P08631; Recombinant Hck-YEEI plus Nef, Z-Lyte FRET kinase assay; inhibition, % at 20 µM; actives 0.68% (n = 220,000); AID 463187;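 active means Hck-Nef kinase inhibition above about 50%, limit read from the data; inactive means inhibition below that limit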;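 further: 0% = DMSO with Hck plus Nef and 100% = Hck alone without Nef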
Runt-CBFb FRET: inhibitors of human RUNX1 Runt domain binding to CBFb | Q01196+Q13951 | Cerulean-Runt/Venus-CBFb FRET ratio 530/480, 1 h | inhibition, % at 20 µM | actives 0.46% (n = 220,000);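 active means inhibition over about 50% at 20 µM in the single-dose screen, limit read from the data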;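 further: 0% = DMSO wells and 100% = excess unlabeled CBFb competitor control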
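Doses: 20 µM compound in 1% DMSO | Material: Cerulean-labeled Runt domain protein | Amount: Each fluorescent fusion protein 100 nM | Schedule: Two 1 h room-temperature incubations shielded from light | Measured by: FRET fluorescence | Evaluation: Loss of energy transfer signal | Controls: Unlabeled CBFb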
14-3-3 Bad PPI: disrupts binding of bovine 14-3-3 zeta to phospho-Bad peptide; P63103; TR-FRET 14-3-3zeta/Dy647-pBad peptide displacement, 1 h; inhibition, % at 21.7 µM; actives 0.71% (n = 220,000);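 active means inhibition above about 70%, limit read from the data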;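 further: 0% = full 14-3-3 plus peptide FRET controls and 100% = background without 14-3-3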
EBV gp42 inh: blocks Epstein-Barr virus glycoprotein 42 binding; Fluorescence polarization binding assay, mP read-out; inhibition, % (tested at 21.74 µM); actives 0.42% (n = 220,000); in the data active means inhibition above about 50%
Target sequence (Q1HVG2 whole entry, looked up): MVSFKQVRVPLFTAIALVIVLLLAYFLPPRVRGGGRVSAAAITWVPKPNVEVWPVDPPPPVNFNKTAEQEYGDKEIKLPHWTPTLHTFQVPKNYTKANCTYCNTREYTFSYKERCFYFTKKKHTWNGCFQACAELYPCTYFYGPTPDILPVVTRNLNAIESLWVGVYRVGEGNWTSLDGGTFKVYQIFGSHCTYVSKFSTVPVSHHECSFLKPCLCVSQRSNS
MDM2 E3 inh: Mdm2 E3 ligase (human) inhibition | cell-based MDM2 ubiquitination luciferase reporter, 2 h; 0 = plate control, 100 = twice control, blank-subtracted | signal enhancement, % at 5 µM | actives 0.11% (n = 210,000);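 active means signal enhancement of 30% or more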;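 further: luminescence tracks abundance of the self-degrading MDM2-luciferase fusion protein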
Target sequence (Q00987 whole entry, looked up, the tested form may be a part): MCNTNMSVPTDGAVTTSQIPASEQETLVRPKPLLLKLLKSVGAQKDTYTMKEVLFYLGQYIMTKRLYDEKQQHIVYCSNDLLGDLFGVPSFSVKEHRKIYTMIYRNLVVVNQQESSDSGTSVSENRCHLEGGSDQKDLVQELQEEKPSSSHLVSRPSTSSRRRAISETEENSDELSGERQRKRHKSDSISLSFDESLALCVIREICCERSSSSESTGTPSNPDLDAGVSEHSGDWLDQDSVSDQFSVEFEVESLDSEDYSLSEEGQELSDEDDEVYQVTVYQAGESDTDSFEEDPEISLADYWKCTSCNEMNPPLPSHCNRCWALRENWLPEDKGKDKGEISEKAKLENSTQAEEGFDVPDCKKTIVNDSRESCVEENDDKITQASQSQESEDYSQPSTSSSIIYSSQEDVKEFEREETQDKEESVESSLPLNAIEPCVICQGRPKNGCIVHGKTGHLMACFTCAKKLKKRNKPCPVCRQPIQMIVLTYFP
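system = mammalian cells stably expressing self-ubiquitinating, self-degrading MDM2 E3–luciferase fusion | quantity = 2000 cells per well seeded | incubation = 4 h cell settling then 2 h compound exposure, 37 °C | signal = SteadyLite luminescence, 15 min reagent step | benchmarks = plate control and blank wells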
L929 necroptosis: L929 zVAD cell death inhibition | L929 zVAD necroptosis rescue, ATP luminescence, 24 h; with zVAD 60 µM | viability rescue, % at 10 µM | actives 0.38% (n = 220,000) | AID 1377;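 active means activation, scaled between plate controls, above about 75%, limit read from the data; inactive means activation under that limit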;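 further: 0% = zVAD with DMSO and 100% = DMSO alone without zVAD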
An asterisk follows results filed as active; · = not tested or not shown; [ ] = another dose, or the depositor's remark.

SMILES	NCF1 inh	Tb hexokinase	Runt-SMMHC FRET	Hck-Nef inh	Runt-CBFb FRET	14-3-3 Bad PPI	EBV gp42 inh	MDM2 E3 inh	L929 necroptosis
CC(C)Cc1nc(SCC(=O)Nc2ccc(S(N)(=O)=O)cc2)n[nH]1	-21	-2	-3	-20	2	-11	-2	-17	0.3
CCCC(=O)NC1C2CC3CC(C2)CC1C3 (configuration not stated)	7	-1	-2	-1	0	8	-9	-5	-0.2
COC(=O)c1ccccc1NC(=O)/C=C/C(=O)O	-3	-2	4	1	0	17	-7	-17	0.1
O=C(Nc1ccccc1)C1=C(N2CCOCC2)/C(=C/c2cccnc2)CC1	-6	-24	0	5	2	-18	7	-8	0.3
Cc1cc(C(=O)CSc2nc3ccc(Cl)cc3[nH]2)c(C)n1C	-29	-7	-7	7	3	-6	5	-7	50
COC(=O)c1ccc(NC(c2ccc(Cl)cc2)P(=O)(OC)OC)cc1 (configuration not stated)	-10	-5	3	2	2	-3[fluorescence artefact?]	-10	-13	0.0
O=c1[nH]c(N/N=C/c2ccccc2)nc2ccccc12	-3	-17	50*	6	38	5	3	-17	4.2
O=C(/C=C/c1cccs1)Nc1cccnc1	-27	-33	1	7	1	4	-8	-9	0.6
CCCNC(=O)C(Cc1ccccc1)NS(=O)(=O)c1ccc2c(c1)c(=O)n(C)c(=O)n2C (configuration not stated)	-12	0	0	1	4	7	-2	-6	0.0
O=C(c1csc2c1CCCCC2)N1CCN(c2ncccn2)CC1	-5	3	4	1	0	-14[fluorescence artefact?]	-12	-13	0.0
CCCCC1=CC2=CC(=O)C(C)(OC(=O)CC)C(=O)C2=CN1c1ccccc1 (configuration not stated)	-5	-29	12	11	9	5	-6	6	-0.8
O=c1c2oc3ccccc3c2ncn1Cc1ccc(F)cc1	-4	1	-30	24	1	-17	-4	-5	1.1
CC(C)(C)OC(=O)NCCCC[C@H](NC(=O)c1nc[nH]c1C(=O)NC1CCN(C(=O)OC(C)(C)C)CC1)C(=O)OC(C)(C)C	6	-4	-8	21	-9	-1	-21	5	1.2
CCC(=O)NC(=S)Nc1ccc(NC(=O)COc2ccc(Cl)c(C)c2)cc1	-8	19	3	5	1	4	-12	3	8.0
NC(=S)Nc1cccc2cccnc12	-11	-3	-4	-1	0	5	-11	-4	2.3
CS(=O)(=O)Nc1nc2n(n1)C(c1ccccc1)C=C(c1ccc(Br)cc1)N2 (configuration not stated)	-4	4	9	-2	-98	8	58*	-18	-0.2
COc1ccc(/C=N/NC(=O)c2cc(C)n(-c3ccccc3)c2C)cc1OC	-11	-23	4	8	0	2	-3	-12	19
Cc1ccc(NC(=O)CSc2nc3nc(C)cc(C)c3c(=O)[nH]2)cc1	20	1	-3	1	-2	9	-6	-15	0.3
CC(=O)c1ccc(NC(=O)c2noc(C(C)C)c2[N+](=O)[O-])cc1	5	1	0	4	0	-4	-7	10	1.1
CCCOc1cc(C)c(S(=O)(=O)NCCOC)cc1C	-5	0	-6	0	-2	-3	-3	-10	0.3
CCCOc1ccc(NC(=O)C2CC(=O)N3CCCN=C3S2)cc1 (configuration not stated)	2	-5	4	0	4	3	-1	-13	0.2
Cc1ccccc1S(=O)(=O)Cc1ccc(C(=O)NCc2cccnc2)o1	-12	1	-3	-1	2	3	-11	-14	-0.4
CCn1c(CSc2nncn2-c2ccc(OC)cc2)nc2cc(S(=O)(=O)N(C)C)ccc21	-6	-7	1	1	-4	-5[fluorescence artefact?]	-22	4	1.8
CC(c1ccccc1)C1C(C#N)=C(N)OC2=C1C(=O)CCC2 (configuration not stated)	-8	4	-6	1	-4	-2	-10	21	-0.4
O=C(NCCc1ccccc1)C(=O)c1c(-c2ccccc2)cc2ccccn12	-12	2	-3	0	-2	3	-14	-8	1.4
COC(=O)c1ccc(S(=O)(=O)N2CCCCCC2)cc1	-22	24	-1	4	0	-4	-21	-12	0.4
COCCN(CCOC)C(=O)CC(=O)N(CCOC)CCOC	-5	4	33	-1	0	-8	-13	-17	1.6
COc1cc(C2C(C#N)=C(N)Oc3cc(C)oc(=O)c32)cc2c1OCO2 (configuration not stated)	-9	5	0	0	2	27	16	-1	3.3
O=C(N/N=C/C=C/c1ccccc1)c1cccnc1	2	-92	2	22	2	4	-11	0	0.1
Cc1ccc(C)n1NC(=O)c1ccc([N+](=O)[O-])cc1	-19	-4	1	4	2	-9	-6	-10	-0.5
CCS(=O)(=O)N1Cc2ccccc2CC1C(=O)Nc1ccc(C)cc1 (configuration not stated)	-17	-5	-4	5	1	3[fluorescence artefact?]	-20	·	-0.4
CC1(C)C2CC=C(/C=N/NC(=S)NCCc3ccccc3)C1C2 (configuration not stated)	-15	9	-1	4	2	-10	-9	2	0.8
CCSc1nc2ccccc2c(=O)n1OCC(=O)OC	-2	0	0	0	1	2	-6	-8	-0.7
Clc1cccc(-c2nn3c(Cn4cnc5ccccc54)nnc3s2)c1	-6	0	-2	-4	10	26	2	·	-0.6
Cc1ccc(/C=N/NC(=O)Cc2cccn2C)cc1	5	-3	-3	5	0	6	-8	13	0.4
O=C(COC(=O)c1ccccc1NCc1ccco1)Nc1ccc2c(c1)OCO2	4	-2	-3	-1	2	9[fluorescence artefact?]	4	-18	0.0
CC(/C=C/c1ccco1)=N/NC(=O)c1ccc(C)nc1	8	-79	2	23	-4	7	3	-4	-0.5
CCOc1c(CNc2nnnn2C)cccc1OC	-2	-3	1	-13	-1	-8	-7	-11	0.6
Cc1cccc(S(=O)(=O)c2c(N)n(/N=C/c3cccnc3)c3nc4ccccc4nc23)c1	-20	-18	-5	23	-5	-3	-9	-7	0.0
O=C(NC12CC3CC(CC(C3)C1)C2)c1cccnc1	-10	0	11	2	1	7	-13	-74	0.0
Cc1cc(C)n(C(=O)CNc2ccccc2Cl)n1	-9	4	-9	-5	0	12[fluorescence artefact?]	-21	-10	-0.6
COc1ccccc1OCC(=O)Nc1sc2c(c1C(=O)NCC1CCCO1)CCC2 (configuration not stated)	-9	3	0	0	0	-9	-1	2	-0.3
O=C(NNC1=NS(=O)(=O)c2ccccc21)c1ccccc1Cl	-9	-24	-2	18	2	-2	-11	-30	5.1
COCCNC(=O)C1c2cc(OC)c(OC)cc2C(=O)N(C)C1c1cccnc1 (configuration not stated)	-6	0	0	0	0	8	-13	-7	0.1
COc1ccccc1NS(=O)(=O)c1cccc(NC(=O)C2CC(=O)N(Cc3ccccc3)C2)c1 (configuration not stated)	-9	1	0	24	0	-18	-1	0	1.6
COCCCN1C(=O)C(=O)/C(=C(/O)c2ccc(OC(C)C)c(C)c2)C1c1ccncc1 (configuration not stated)	-9	-19	5	2	0	65	-3	-6	0.2
Cc1cccc(/C=N/NC(=O)CNc2cccc3ccccc23)n1	-21	-19	7	1	2	-11[fluorescence artefact?]	5	·	1.2
Cc1cccc(NC(=S)NC(NC(=O)c2ccco2)C(Cl)(Cl)Cl)c1 (configuration not stated)	-4	15	0	-24	0	-7	-24	-29	-1.1
